OX1R antag-1 = blocks the human orexin 1 receptor. 330,000 compounds, 1.8% hits. AID 485270. O43613. OX1R-expressing cells, FRET antagonist read-out. inhibition, % at 6.6 µM; in the data active means inhibition mostly above about 38%, no sharp cut-off; inactive means mostly below about 40%;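 further: 0% = agonist challenge alone and 100% = reference antagonist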
Target sequence (O43613 whole entry, looked up): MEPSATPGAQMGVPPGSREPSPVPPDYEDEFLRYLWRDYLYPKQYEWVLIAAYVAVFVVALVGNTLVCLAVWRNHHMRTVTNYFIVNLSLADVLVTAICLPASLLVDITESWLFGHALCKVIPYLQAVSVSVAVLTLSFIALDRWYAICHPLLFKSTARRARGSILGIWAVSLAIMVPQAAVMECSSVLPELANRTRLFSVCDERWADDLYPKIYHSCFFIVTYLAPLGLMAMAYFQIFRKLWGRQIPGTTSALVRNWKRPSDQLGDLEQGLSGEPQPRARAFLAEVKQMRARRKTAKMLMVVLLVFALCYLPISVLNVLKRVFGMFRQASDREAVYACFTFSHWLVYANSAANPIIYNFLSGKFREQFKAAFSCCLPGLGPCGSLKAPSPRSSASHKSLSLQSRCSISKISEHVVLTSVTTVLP
CHT allo act = allosterically activates the human high affinity choline transporter; 310,000 compounds, 0.49% hits; Q9GZV3; B-score at 10 µM; CHT-expressing cells, membrane potential dye, choline EC20; stronger effect = higher value; LV-AA mutant CHT in HEK293 cells; AID 488977;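 active means initial fluorescence not abnormally high and integrated response B-score, plate-corrected, over 3 SD above library mean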
Target sequence (Q9GZV3 whole entry, looked up): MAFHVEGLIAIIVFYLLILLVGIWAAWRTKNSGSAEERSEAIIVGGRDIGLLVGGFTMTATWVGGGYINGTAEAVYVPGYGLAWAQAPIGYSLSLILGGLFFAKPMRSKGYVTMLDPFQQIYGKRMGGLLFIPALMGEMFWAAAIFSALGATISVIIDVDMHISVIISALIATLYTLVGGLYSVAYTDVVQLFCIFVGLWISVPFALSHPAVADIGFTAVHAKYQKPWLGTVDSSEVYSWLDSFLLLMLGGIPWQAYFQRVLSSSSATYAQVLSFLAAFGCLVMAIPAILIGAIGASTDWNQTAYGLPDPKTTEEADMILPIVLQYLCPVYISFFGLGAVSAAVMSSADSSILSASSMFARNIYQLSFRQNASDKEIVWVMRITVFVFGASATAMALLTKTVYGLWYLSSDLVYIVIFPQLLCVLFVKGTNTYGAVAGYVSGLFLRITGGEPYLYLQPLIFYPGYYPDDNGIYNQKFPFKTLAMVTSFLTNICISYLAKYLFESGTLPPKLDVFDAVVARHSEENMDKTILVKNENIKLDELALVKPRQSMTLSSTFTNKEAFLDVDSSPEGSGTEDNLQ
OX1R antag-2 = human HCRTR1 antagonism | AID 434989 | 330,000 compounds, 0.43% hits | inhibition, % at 5 µM | CHO/OX1R cells, Fluo-8 calcium fluorescence, orexin A;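 active means inhibition above its plate's threshold, mean inhibition of all tested compounds on the plate plus 3 SD, cut at about 37% in these data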;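 further: 0% = orexin A challenge wells and 100% = SB-334867-A antagonist wells; not every result past the cut was called active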
An asterisk follows results filed as active; i = inactive; . = not tested or not shown.

The opening 5 compounds as a preview:
No.	molecule	OX1R antag-1	CHT allo act	OX1R antag-2
1	COC(=O)Nc1nnc(COc2cccc(C)c2)s1	2	i	-9
2	CN(C)S(=O)(=O)c1cccc(NC(=S)N/N=C/C(=O)c2ccccc2)c1	0	i	-36
3	CC1(c2ccccc2)NC(=O)N(CCN2C(=O)c3ccccc3C2=O)C1=O (centres undefined)	5	i	-18
4	CC(=C\c1ccccc1)/C=C1/SC(=S)N(CCC(=O)O)C1=O	2	i	-39
5	Cc1ccc2cccc(SCC(=O)N3CCOCC3)c2n1	7	i	1

The list itself, previewed entries included:
No.	molecule	OX1R antag-1	CHT allo act	OX1R antag-2
1	COC(=O)Nc1nnc(COc2cccc(C)c2)s1	2	i	-9
2	CN(C)S(=O)(=O)c1cccc(NC(=S)N/N=C/C(=O)c2ccccc2)c1	0	i	-36
3	CC1(c2ccccc2)NC(=O)N(CCN2C(=O)c3ccccc3C2=O)C1=O (centres undefined)	5	i	-18
4	CC(=C\c1ccccc1)/C=C1/SC(=S)N(CCC(=O)O)C1=O	2	i	-39
5	Cc1ccc2cccc(SCC(=O)N3CCOCC3)c2n1	7	i	1
6	O=C(Nc1ccc(N2CCOCC2)c(Cl)c1)c1cc2ccccc2o1	63	i	7
7	Cn1cccc1CC(=O)NNC(=S)NC(=O)c1ccccc1Br	4	i	-13
8	Cn1c(Cc2ccccc2)nnc1SCC(=O)Nc1ccccc1N1CCOCC1	13	i	-34
9	O=C(Cc1ccc([N+](=O)[O-])cc1)NCc1ccncc1	17	i	-27
10	CC(C)CN(C(=O)CSc1nc2ccccc2c(=O)n1C)C1CCS(=O)(=O)C1 (centres undefined)	18	.	-15
11	O=C1COc2ccc(C(=O)COC(=O)/C=C/c3ccc(Br)o3)cc2N1	12	i	-14
12	Cc1cccc(Nc2nc(OCC#N)nc(N(C)C)n2)c1	17	i	-30
13	COc1ccc(CN(C(=O)COc2ccc(C)c(C)c2)C2CCS(=O)(=O)C2)cc1OC (centres undefined)	9	i	-16
14	CCCc1cc(=O)[nH]c(SCC(=O)Nc2cc(C)on2)n1	11	i	-7
15	CCOc1ccc(N2C(=O)C3CCCN3C2=S)cc1 (centres undefined)	0	.	-14
16	OC1(Cc2cc(-c3ccccc3)no2)CCN(CCCc2ccccc2)CC1	6	i	-25
17	COc1ccc(-c2ncccc2OC(=O)C23CC4CC(CC(C4)C2)C3)cc1	14	i	-22
18	OCCN(Cc1ccccc1)CC(O)COc1ccc(-c2ccccc2)cc1 (centres undefined)	18	i	-27
19	Cc1cc2c(cc1C)N(Cc1ccccc1)C1=NCCCN12	12	i	-19
20	CC(C)n1c(/C=C/[C@@H](O)C[C@@H](O)CC(=O)O)c(-c2ccc(F)cc2)c2ccccc21	16	i	-10
21	COc1ccc(Cc2nnc(NS(=O)(=O)c3ccc(NC(C)=O)cc3)s2)cc1	5	i	-4
22	CCCCc1ccc(NC(=O)CSc2nc(=O)n(CCN(C)C)c3c2CCC3)cc1	-1	i	-15
23	COc1ccc([C@H]2CC(=O)C=C(c3cccc(C(C)C)c3)C2)cc1	2	.	-12
24	NC1=NC[C@H](Cc2ccccc2)N1CC1CCCCC1	18	i	0
25	CCOC(=O)C1=C(C)OC(N)=C(C#N)C1c1cc2c(cc1[N+](=O)[O-])OCO2 (centres undefined)	34	i	-10
26	O=C(NCc1ccccn1)C(=O)Nc1nc(-c2ccccc2)cs1	5	i	-18
27	CCN1C=C(Cc2ccc(F)cc2)C2=C(C1)C(c1ccc(F)cc1)C(C#N)=C(N)O2 (centres undefined)	12	i	-26
28	Cn1c(=O)c2ccccc2n(Cc2ccccc2F)c1=O	-2	i	-10
29	Nn1c(SCC(=O)Nc2ccccc2)nnc(Cc2ccccc2)c1=O	6	i	-28
30	O=C(COC(=O)C1CCN(/C=C/C(=O)C(F)(F)F)CC1)Nc1cccc(F)c1	0	i	-13
31	O=C(N/N=C/c1ccc(OCc2ccccc2)cc1)c1ccco1	27	i	-7
32	CCN(CC(=O)Nc1c(F)cccc1F)C(=O)COc1ccc2c(C)cc(=O)oc2c1	24	i	-21
33	COc1cc(C(CCN2CCCC(C)C2)c2c(OC)cc(OC)c3c(-c4ccccc4)cc(=O)oc23)cc(OC)c1OC (centres undefined)	23	i	-20
34	Cc1cc(C)nc(NC(=O)C(c2ccccc2)c2ccccc2)c1	7	6.9*	-20
35	CN(C)c1ccc(-c2nnc(-c3ccc(S(=O)(=O)C(F)F)cc3)o2)cc1	3	i	-9
36	CCn1cnc2c1c(=O)[nH]c(=O)n2Cc1ccccc1	3	i	6
37	CCC(CO)Nc1ncnc2c1cnn2-c1ccc(Cl)cc1 (centres undefined)	22	i	-6
38	Cc1cnc(NC(=O)Nc2ccc(Cl)cc2)s1	23	i	-4
39	CC1=C(C)C(C)=C(C#N)C(=C(C#N)C#N)N1	2	i	-2
40	COc1cc(/C=N/NC(=O)C(=O)/C=C2\NC(C)(C)Cc3ccccc32)ccc1O	17	i	-22
41	O=C(NN=C1CCCCC1)c1ccccc1-n1cccc1	20	i	2
42	Cc1cccc(N2CCN(C(=O)c3ccc4c(c3)OCCO4)CC2)c1C	5	i	-19
43	CCCCCCOc1ccc(NC(=O)CC2C(=O)N(CC)C(=S)N2Cc2ccco2)cc1 (centres undefined)	22	i	-16
44	CCCCNC(=O)CSc1nc2ccccc2c(=O)n1C1CCCC1	16	i	-20
45	COc1ccc(C)cc1N(CC(=O)NCCSCc1ccco1)S(=O)(=O)c1ccc(C)cc1	49	i	-101
46	Cc1onc(C(=O)NCCc2ccccc2)c1[N+](=O)[O-]	16	i	-4
47	CSc1nsc(SCC(=O)Nc2nc3ccc(C)cc3s2)n1	23	i	2
48	CSc1nnc(-c2cccs2)n1C	10	i	-8
49	CCOc1ccc(N/C(=N/c2nc(C)cc(C)n2)NC(=O)CC)cc1	3	i	-19
50	O=S(=O)(c1ccccc1)N1CCN(C(=S)Nc2ccccc2Cl)CC1	13	i	-13
51	CCCCN(C)CCNC(=O)c1nn(-c2ccc(OC)cc2)c(=O)c2c1c1ccccc1n2C	3	i	-19
52	Cc1cccnc1Nc1ncnc(N)c1[N+](=O)[O-]	13	i	-7
53	O=C1NC(=O)/C(=C/c2cccc3ccccc23)S1	30*	i	-23
54	N#CCCN(C(=O)COC(=O)CCc1c[nH]c2ccccc12)c1ccccc1	26	i	-10
55	COc1ccc(CCN2C(=O)CSC2=S)cc1OC	-9	i	-6
56	CCC(C)n1c(SCC(=O)NCCc2ccc(S(N)(=O)=O)cc2)nc2ccsc2c1=O (centres undefined)	16	i	-3
57	Cc1nn(C(=O)Cn2cc([N+](=O)[O-])cn2)c(C)c1Cl	4	i	-14
58	COc1ccccc1N1CCN(CCCCN2C(=O)C3CCCCN3C2=O)CC1 (centres undefined)	2	i	-15
59	O=C(CCCOc1ccccc1)N1CCN(S(=O)(=O)c2ccccc2)CC1	4	.	-17
60	O=C(CN1C(=O)/C(=C/c2ccc(F)cc2)SC1=S)NC1C=CS(=O)(=O)C1 (centres undefined)	14	i	-11

Next part.
No.	molecule	OX1R antag-1	CHT allo act	OX1R antag-2
61	Cc1cccc(N(C)C(=O)C2CCCN2S(=O)(=O)c2cccc3nsnc23)c1 (centres undefined)	22	i	-12
62	OCCNc1ncnc2c1c(-c1ccccc1)c(-c1ccccc1)n2Cc1ccco1	29	i	-22
63	CCOC(=O)c1c(NC(=O)CCc2ccc(CC)o2)sc(C)c1C	8	i	-43
64	CN(CC(=O)NCC1CCCCC1)S(=O)(=O)c1ccc(F)cc1	16	i	-20
65	NC(=O)NC(=O)COC(=O)c1cccc(S(=O)(=O)N2CCCCCC2)c1	7	i	-10
66	Cc1cc(=O)n2nc(N3CCC(C(=O)NCc4cccnc4)CC3)sc2n1	3	i	-20
67	CC(C)(C)C(=O)Nc1ccccc1C(=O)Nc1cc(Cl)ccc1Cl	15	i	-33
68	CCN(CC)CCNC(=S)N1CCn2c(nc3ccccc32)C1	16	i	-14
69	Cc1nc2cc(-c3ccccc3)nn2c(N)c1-c1ccccc1	7	.	-9
70	COc1c(Br)cc(/C=N/n2c(-c3ccccc3)n[nH]c2=S)c(O)c1Br	6	i	-10
71	CC(C)C(=O)N[C@H]1CCC2C3CC=C4C[C@@H](O)CC[C@]4(C)C3CC[C@@]21C (some centres undefined)	12	.	-9
72	COc1ccccc1/C=C/C(=O)OCC(=O)c1c[nH]c2ccccc12	42*	.	18
73	O=C(Cn1cnc2ccccc2c1=O)N1CCN(c2ccccc2)CC1	21	i	-35
74	CN1CCN(CCCNC(=O)c2ccc3c(Cl)c4c(nc3c2)CCCC4)CC1	10	i	-36
75	CCOCCCNC(=O)c1ccccc1SCC	3	i	-13
76	COc1ccc(CNc2ncnc3cc(OC)c(OC)cc23)cc1OC	-6	i	-22
77	COC(=O)c1ccc(NC(=O)Nc2ccc(F)cc2F)cc1	26	i	-31
78	O=C(C(c1ccccc1)N1CCOCC1)N1CCOCC1 (centres undefined)	8	i	-6
79	CCOC(=O)c1sc(-c2ccccn2)nc1C	17	i	-7
80	O=C(C1=C[C@H](c2ccc(C(F)(F)F)cc2)C[C@H](OCc2ccc(CO)cc2)O1)N1CCOCC1	2	i	-6
81	Cc1ccc(C(C)C)c(OCc2ccc(C(=O)N/N=C/c3ccc(O)cc3O)cc2)c1	16	i	-15
82	COC(=O)c1cc(NS(=O)(=O)c2ccc(NC(C)=O)cc2)ccc1Cl	7	i	-17
83	O=c1c(Cc2ccc(F)cc2)c(O)ccn1Cc1ccco1	2	i	5
84	CC(=O)c1c(N2CCCCC2)nc(=O)n(-c2ccccc2)c1C	3	i	-2
85	CCCCCN(C(=O)CCC(=O)OCc1cccc(Br)c1)c1c(N)n(CCCC)c(=O)[nH]c1=O	-2	i	-33
86	C1N2CN3CN1CN(C2)C3	13	i	-4
87	Cc1c(-n2c(-c3ccccc3Cl)n[nH]c2=S)c(=O)n(-c2ccccc2)n1C	21	i	1
88	Cc1ccc(S(=O)(=O)N2CCN(C(=O)COC(=O)C3(C)CC3(Cl)Cl)CC2)c(C)c1 (centres undefined)	2	.	-10
89	COC(=O)NC(NS(=O)(=O)c1ccccc1)(C(=O)OC)C(F)(F)F (centres undefined)	5	i	7
90	CC(=O)Nc1cccc(NC(=O)CSc2nccn2Cc2ccc(F)cc2)c1	7	i	-11
91	Cc1ccccc1C(=O)N1CCC(C(=O)Nc2ccc3c(c2)OCCO3)CC1	17	i	-11
92	CCOC(=O)CCCCC(=O)c1[nH]c(=O)[nH]c1CSc1nc(-c2ccccc2)c(C#N)c(=O)[nH]1	1	i	-10
93	COc1ccc(-c2nnc(SCC(=O)OC3CCCCC3)o2)cc1OC	2	i	-24
94	COC(=O)c1cc2ccc(OC)cc2c2cc(OC)c(OC)cc12	8	.	-21
95	CCCc1nnc(SCC(=O)Nc2ccc(OC)cc2)o1	12	i	-2
96	O=S1(=O)CCO[C@H]2Cc3ccccc3[C@H]2N1Cc1cccc(F)c1	8	i	-1
97	CCOC(=O)C1/C(=N\O)CC(C)(O)C(C(=O)OCC)C1c1ccc(OC)c(OC)c1 (centres undefined)	6	i	-7
98	O=C(Nc1cccnc1Cl)c1cc([N+](=O)[O-])ccc1Cl	17	i	0
99	COc1ccc(NC(=O)C2CCC(C)(C(=O)O)C2(C)C)cc1 (centres undefined)	26	i	-16
100	Nc1cc(N)nc(SCC(=O)Nc2ccccc2N2CCOCC2)n1	9	i	-17
101	Cc1cccc(/C=N\NC(=O)c2ccccc2-n2cccc2)c1	29	i	-27
102	CC(C)CN(CCCNC(=O)CN1C(=O)COc2ccc(S(=O)(=O)N3CCCC3)cc21)CC(C)C	6	i	-16
103	CCC1c2ccc(C)n2CCN1C(=O)Nc1ccccc1C(=O)OC (centres undefined)	12	i	-33
104	CN1CCN(C(=O)C2CC(=O)N(c3ccc(Cl)cc3)C2)CC1 (centres undefined)	8	i	-17
105	Cc1ccc(NC(=O)[C@@]2(CC(=O)O)CC(/C=C/c3ccccc3)=NO2)c(C)c1	-6	i	-8
106	O=C(O)CN(C1CCCCC1)S(=O)(=O)c1ccc(F)cc1	5	i	-9
107	CC1CCCC(NC(=O)CNCc2ccccc2F)C1C (centres undefined)	15	i	-19
108	CCOC(=O)N1CCC(N2Cc3cccc(C(=O)NCc4ccc(C)cc4)c3C2=O)CC1	8	i	-35
109	CNC(=O)NC(=O)C(C)OC(=O)c1ccc(Cl)c(S(=O)(=O)Nc2ccc(F)cc2)c1 (centres undefined)	12	i	-12
110	Clc1ccc(Cc2nnc(-c3ccccc3Br)o2)cc1	19	i	-12
111	O=C(O)c1cn[nH]c1-c1cccc([N+](=O)[O-])c1	13	i	-1
112	COc1ccc(/C=c2\sc3nc(=O)c(C)nn3c2=O)c(OC)c1	-5	i	-2
113	N#Cc1ccc(Sc2nc3ccccc3[nH]2)cc1C#N	18	i	-20
114	Cc1ccc(NC(=O)C2OCCc3ccccc32)cc1C (centres undefined)	8	i	1
115	Cc1ccccc1-n1c(C)nnc1SCC(=O)NCC1CCCO1 (centres undefined)	15	i	-4
116	Cc1nc(Cl)c2oc3ccccc3c2n1	24	i	-21
117	O=C(CN1C(=O)NC2(CCCC2)C1=O)Nc1ccccc1F	18	i	-6
118	Cc1nn2c(N3CCCC3)cc(C(C)C)nc2c1-c1ccccc1	20	i	-25
119	C=CCC(CC=C)(NC(=O)c1ccccc1C)c1ccccc1	16	i	0
120	CCOc1cccc(NC(=O)CC#N)c1	19	i	-10
121	COc1ccc(C2=NCCc3cc(OC)c(OC)cc32)cc1	24	7.5*	-25
122	CC(C)(C)c1csc(NC(=O)CSC2=NCCS2)n1	14	i	-27

From PubChem BioAssay
